KB-3-1 cytotox – qHTS assay for MDR1-selective chemotherapeutics: Primary screen using the parental adenocarcinoma cell KB-3-1; KB-3-1 viability, CellTiter-Glo ATP luminescence, 72 h; Potency, µM (series often up to 46.1 µM), inactives show top-dose activity change, negative = cytotoxic, most hits filed as cytotoxic; 1.4% of 400,000 active; AID 1347075, 2019; also: potency is read from the fitted curve at half-maximal effect; % is scaled to controls: 0 for no effect and ±100 for the full control effect; nearly all actives have a fitted effect of over 60% in size
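Multi-concentration cytotoxicity screen in KB-3-1 cells grown in DMEM lacking phenol red with 10% FBS. After 72 h at 37 °C with compound, ATP-dependent luminescence was recorded.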
D3 ag – qHTS of D3 Dopamine Receptor Agonist: qHTS; D(3) dopamine receptor (Homo sapiens), P35462; D3R DiscoveRx beta-arrestin cells, luminescence, 90 min; max activation, %; 0.58% of 410,000 active; AID 652048, 2013; in the data active = max activation above about 30%; also: 0% is about no effect; mostly tested at two doses, the higher about 12 µM
Target sequence (P35462 whole entry, looked up): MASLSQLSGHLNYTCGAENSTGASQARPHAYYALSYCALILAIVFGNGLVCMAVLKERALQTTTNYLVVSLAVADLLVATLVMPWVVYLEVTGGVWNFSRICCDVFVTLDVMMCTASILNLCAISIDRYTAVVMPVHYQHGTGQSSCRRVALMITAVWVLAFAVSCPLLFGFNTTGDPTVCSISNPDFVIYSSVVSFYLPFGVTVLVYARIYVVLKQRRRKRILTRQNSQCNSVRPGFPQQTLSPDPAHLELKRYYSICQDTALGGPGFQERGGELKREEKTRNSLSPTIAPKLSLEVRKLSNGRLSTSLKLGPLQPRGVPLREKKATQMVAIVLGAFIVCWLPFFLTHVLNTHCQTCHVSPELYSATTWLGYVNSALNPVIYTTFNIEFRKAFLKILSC
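Agonist-mode cell screen: cells plated at 1500/well and incubated overnight at 37 °C, then exposed to library compounds for 90 min at 37 °C. Detection reagent was added for 30–60 min at room temperature, and luminescence was read.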
MCF10A rereplic – A quantitative high throughput screen for small molecules that induce DNA re-replication in MCF 10a normal breast cells; MCF 10A DNA re-replication, Hoechst nuclear intensity, 48 h; Potency, µM (series often up to 46.1 µM), inactives show at the highest dose activity, positive = re-replication, most hits filed as activators; 2.9% of 350,000 active; also: potency is read from the fitted curve at half-maximal effect; % of control where 0% means no effect; nearly all actives have a fitted effect of over 50% in size
SW480 rereplic – A quantitative high throughput screen for small molecules that induce DNA re-replication in SW480 colon adenocarcinoma cells | SW480 DNA re-replication, Hoechst DNA content imaging, 48 h | Potency, µM (titrated, usually from 46.1 µM), for the others: at the top dose re-replication activation, hits mostly activators | 1.8% of 340,000 active; also: potency is read from the fitted curve at half-maximal effect; % of control where 0% means no effect; nearly all actives have a fitted effect of over 55% in size
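SW480 cells exposed to compounds for 48 hr at 37 C, 5% CO2, then Hoechst-stained 40 min. Nuclear DNA content imaged by fluorescence scanning (405 nm excitation, 500-530 nm emission); re-replication scored as increased high-intensity nuclei.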
KB-V1 MDR tox – qHTS assay for MDR1-selective chemotherapeutics: Primary screen using the drug-selected MDR subline cells KB-V1; 3.4% of 400,000 active; AID 1347076, 2019; KB-V1 MDR cells viability, CellTiter-Glo, 72 h; Potency, µM (series often up to 46.1 µM), without a hit: top-dose activity change, negative = cytotoxicity, actives largely listed as cytotoxic; also: potency is read from the fitted curve at half-maximal effect; % is scaled to controls: 0 for no effect and ±100 for the full control effect; nearly all actives have a fitted effect of over 60% in size
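KB-V1 cells (P-gp-expressing MDR subline of KB-3-1) in phenol-red-free DMEM with 10% FBS were exposed to library compounds over a concentration series for 72 h at 37 degrees C. Viability read by CellTiter-Glo luminescence; concentration-effect curves fitted after normalization.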
HT1080NT lethal – qHTS for induction of synthetic lethality in tumor cells producing 2HG: qHTS for the HT-1080-NT fibrosarcoma cell line; HT-1080-NT fibrosarcoma viability, CellTiter-Glo ATP luminescence, 48 h; Potency, µM (top dose mostly 46.1 µM), without a hit: at the top dose activity, negative = less viability, usual class: cytotoxic; 1.6% of 360,000 active;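 also: NT is the 2HG producing partner of a matched IDH1 knockdown line; potency is read from the fitted curve at half-maximal effect; 0% = DMSO-treated cells and -100% = media-only wells without cells; nearly all actives have a fitted effect of over 55% in size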
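Read-out is CellTiter-Glo luminescence after 10 minutes at room temperature, following 48 hours' compound treatment of HT-1080-NT cells (750 cells/well, RPMI, 5% FBS, 37 degrees C).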
HT1080 IDH1KD tx – qHTS for induction of synthetic lethality in tumor cells producing 2HG: qHTS for the HT-1080-IDH1KD cell line; HT-1080 IDH1 knockdown viability, ATP luminescence, 48 h; Potency, µM (doses to about 46.1 µM), without a hit: at the top dose activity, negative = toxicity, actives largely listed as cytotoxic; 2% of 360,000 active;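 also: potency is read from the fitted curve at half-maximal effect; 0% = DMSO wells and -100% = cell-free medium wells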
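IDH1KD HT-1080 cells, 750/well, RPMI + 5% FBS; compound pinned after 2 h settling; 48 h, 37 °C; CellTiter-Glo luminescence; % activity normalised to DMSO and no-cell wells; curves fitted, classed by r2 and efficacy.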
IL1B secr inh – qHTS for Inhibitors of Inflammasome Signaling: IL-1-beta AlphaLISA Primary Screen; activity change, % at 57.5 µM; 4.7% of 360,000 active; THP-1 LPS/ATP IL-1B secretion, AlphaLISA, 16 h; hits give low values; in the data active = activity change below about -50%; inconclusive = mostly about -30% to -49%; also: % is scaled to controls: 0 for no effect and ±100 for the full control effect
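THP-1 cells pretreated 1 hr with compounds (up to 57.5 uM final), then stimulated with LPS (250 ng/mL final) plus ATP (1.25 mM final); secreted IL-1B measured by AlphaLISA after 16 hr, decreased signal indicating inhibition.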
GLP1R cytotox – qHTS of GLP-1 Receptor Inverse Agonists: Cytotox Screen. AID 624418, 2012. 0.13% of 410,000 active. HEK293 cAMP-luciferase reporter cells, luminescence, 24 h. Potency, µM (top dose mostly 38.3 µM), for the others: at the top dose activity change, negative = inhibition, most hits filed as inhibitors;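 also: loss of luciferase light is scored as toxicity; potency is read from the fitted curve at half-maximal effect; % is scaled to controls: 0 for no effect and ±100 for the full control effect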
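To flag toxic compounds, the library was rerun on cells for 24 hr at 37 deg C and 5% CO2. Viability-linked luminescence was captured 12 min after adding luciferase detection reagent.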
Numbers without * were called inactive; ? = inconclusive; . = no result given; [ ] = another dose, or the depositor's remark. Unless noted, calls follow the shape of the dose curve; as a rule, active = well fitted curve in the direction sought with a large enough effect; inconclusive = small, poorly fitted or top-dose-only effect, or another doubt; inactive = no such curve, though single readings can be large; an effect the other way counts as inactive or inconclusive.

Every second line gives: MCF10A rereplic	HT1080NT lethal	KB-3-1 cytotox	IL1B secr inh	HT1080 IDH1KD tx	GLP1R cytotox	SW480 rereplic	D3 ag	KB-V1 MDR tox
CC(C)(C)OC(=O)[C@H](Cc1ccccc1)NC(=O)c1nc[nH]c1C(=O)N1CCN(C(=O)OC(C)(C)C)CC1
    ?	-6.9%	?	-4.6	-12.6%	-8.3%	-36.0%[inhibitor][9.22 µM]	12.8	-26.1%
CC(O)(CS(=O)(=O)Cc1ccc(Cl)cc1)C(=O)Nc1cccc(C(F)(F)F)c1 (stereo unspecified)
    -18.8%	?	7.3%	4.6	12.6µM*	2.0%	-1.3%	-2.8	-8.5%
O=C(NCc1ccc(F)cc1)c1ccc(Cl)c(NC2=NC3CS(=O)(=O)CC3S2)c1 (stereo unspecified)
    6.8%	6.3%	0.1%	11.9	6.7%	0.0%	-7.9%	-4.1	-4.0%
COc1ccc(CC(=O)N[C@@H](C)C(=O)N2CCC3(CC2)NCCc2[nH]cnc23)cc1
    -8.3%	26.5%	-2.7%	23.8	13.9%	-3.9%	2.9%	9.7	-0.6%
CCOC(=O)c1ccc(NC(=O)c2nc[nH]c2C(=O)NC[C@H](C)O)cc1
    .	-11.5%	2.0%	-13.3	1.3%	7.6%	.	-13.1	-8.7%
COc1ccccc1N1CCN(C(=O)CN(C)S(=O)(=O)c2ccc(C)cc2)CC1
    .	1.9%	-7.9%	3.5	-4.5%	-6.6%	.	5.0	?
O=C(NCCN1CCN(c2ccccc2)CC1)C1CCCN(S(=O)(=O)c2cnc[nH]2)C1 (stereo unspecified)
    -2.3%	0.0%	5.4%	9.4	5.8%	3.9%	-2.7%	24.5	11.6%
CCOc1ccccc1N=C1SCC(C)N1C(=O)C1CCN(c2ncnc3sc(C)c(C)c23)CC1 (stereo unspecified)
    16.1%	2.8%[9.24 µM]	-4.8%	0.0	-3.1%	-27.5%	-0.3%	0.0	?
CC(=O)Nn1c(C)nnc1-n1nc(C)cc1C
    -0.9%	-3.9%	15.9%	2.5	-1.3%	2.8%	-4.0%[9.22 µM]	-7.6	-1.6%
COC(=O)c1cc(N=CC2=C(O)CC(C)(C)CC2=O)cc(C(=O)OC)c1
    -13.4%	-0.2%	2.5%	3.6	-3.4%	2.1%	-115.5%[inhibitor]	-1.3	?
COc1ccc(-n2ncc3c(NCCCOC(C)C)ncnc32)cc1
    .	.	-0.1%	.	.	-9.2%	.	-0.2	0.0%
C(=C\c1ccccc1)/CN1CCN(C(c2nnnn2-c2ccc3c(c2)OCCO3)C2CC2)CC1 (stereo unspecified)
    .	-29.2%	-15.5%	-21.2	?	-3.1%	.	40.9*	-27.5%
Cc1ccc(S(=O)(=O)NCc2nnc(SCC(=O)Nc3cccc(C)c3C)n2C)cc1
    -2.3%	-21.6%	-1.4%	27.0	-1.6%	0.4%	0.3%	-2.3	10.9%
COc1cccc(CNC(=O)CSc2c3c(nc4cc(Cl)ccc24)CCCC3)c1
    .	.	5.0%	.	.	-11.6%	.	-2.5	-15.6%
CN(C)S(=O)(=O)c1ccc2c(c1)C(=NO)c1cc(S(=O)(=O)N(C)C)ccc1-2
    6.5%	-19.9%	-0.2%	8.5	-22.2%	-6.2%	?	-0.7	3.3%

Brought forward from above: 2 compounds, then new ones.
Every second line gives: MCF10A rereplic	HT1080NT lethal	KB-3-1 cytotox	IL1B secr inh	HT1080 IDH1KD tx	GLP1R cytotox	SW480 rereplic	D3 ag	KB-V1 MDR tox
COc1cccc(CNC(=O)CSc2c3c(nc4cc(Cl)ccc24)CCCC3)c1
    .	.	5.0%	.	.	-11.6%	.	-2.5	-15.6%
CN(C)S(=O)(=O)c1ccc2c(c1)C(=NO)c1cc(S(=O)(=O)N(C)C)ccc1-2
    6.5%	-19.9%	-0.2%	8.5	-22.2%	-6.2%	?	-0.7	3.3%
CC(=O)NC(Cc1ccccc1F)C(=O)NC1CCN(C(=O)NCc2ccccc2)CC1 (stereo unspecified)
    -1.5%	1.4%	6.2%	24.6	3.1%	-2.2%	2.2%	-17.8	2.6%
COc1ccccc1-c1nnc(C2CCN(S(=O)(=O)c3ccc(CC(C)C)cc3)CC2)o1
    .	.	0.2%	.	.	-4.8%	.	6.1	-15.2%
COc1ccc(CC(=O)N2CCN=C2SC)cc1OC
    -0.1%	-2.6%	1.9%	17.6	0.0%	-4.4%[7.66 µM]	1.2%	-5.4	-11.7%
COc1ccc(C2CC(=O)c3c([nH]c(C(=O)OCc4ccccc4)c3C)C2)cc1 (stereo unspecified)
    .	.	-15.9%	.	.	1.3%	.	-7.7	?
O=C(NCc1ccc2c(c1)OCO2)c1[nH]c(C(F)(F)F)nc1-c1ccccc1
    .	4.1%	0.0%	21.9	-0.7%	-1.9%	.	8.1	-1.4%
O=C(O)c1ccc(OCCN2CCCC2=O)cc1
    -3.3%	20.9%	5.5%	4.4	20.9%	-2.0%	-2.4%	-2.8	0.2%
CCc1ccc2oc(-c3cc(N)ccc3Cl)nc2c1
    -2.7%	-24.6%	1.7%	8.4	-28.9%	25.2%	-6.7%[9.22 µM]	-1.7	-29.0%
Cc1sc2ncnc(OCC(=O)N3CCN(S(=O)(=O)c4ccc(Cl)cc4)CC3)c2c1C
    5.7%	-0.2%	-2.6%	6.2	4.6%	-8.7%	9.4%	2.1	-13.5%
CCC(=O)CN(Cc1cc(OC)ccc1OC)S(=O)(=O)c1ccccc1Br
    2.8%	-0.4%	1.0%	-2.8	-1.8%	-1.4%	31.0%	0.3	-0.2%
O=c1[nH]cnc2ccc([N+](=O)[O-])cc12
    -0.6%	0.4%	-12.1%	-0.3	-0.6%	-5.9%	-0.6%	0.9	6.7%
CC(SCc1ccccc1)C(=O)Nc1ccccc1-c1ccccc1 (stereo unspecified)
    -3.5%	17.1%	-4.0%	-3.5	14.2%	25.3%	5.7%	0.7	-12.6%
CN(C)c1ccc(N=Nc2ccccc2C(=O)OCC(=O)NC2CCCC2)cc1
    ?	-14.8%	-21.0%	?	-5.5%	?	2.6%	-17.4	?
O=C(N1CCN=C1SCc1cccnc1)C12CC3CC(CC(C3)C1)C2
    ?	-24.2%	-1.5%	.	-23.0%	3.4%	-0.3%	3.2	?
NNC(=O)CN1C(c2ccc(Cl)cc2)=Nc2ccc(Br)cc2C1c1ccccc1 (stereo unspecified)
    21.2%	?	-1.9%	?	?	3.5%	10.0%	-9.1	8.9%
O=[N+]([O-])c1cc(S(=O)(=O)Oc2ccccc2)ccc1Cl
    ?	14.6µM*	?	-100.5*	18.4µM*	?	3.26µM*	-17.9	?
COC(=O)c1ccccc1NC(=O)c1oc2ccc3c(c2c1C)C(=O)CC(C)(C)O3
    .	.	10.9%	.	.	-2.2%	.	7.1	1.7%
COc1ccccc1CNc1cc(C)nc2nc(-c3ccc(C)cc3)nn12
    .	.	-4.1%	.	.	-9.4%	.	-0.5	?
CN(CCC#N)C(=O)c1ccc(CNS(=O)(=O)c2ccc(F)cc2)cc1
    8.8%	16.7%	-1.0%	-0.7	9.6%	-15.6%	4.8%	-7.8	0.0%
COc1cc2c(cc1OC)C(c1ccc(C)cc1)NC(=O)C2 (stereo unspecified)
    5.6%	-16.1%	-3.2%	-61.4*	2.5%	-1.1%	?	-3.4	-0.2%
O=S(=O)(/C=C/c1ccccc1)NCCc1ccccn1
    1.4%	11.0%	2.6%	21.9	4.7%	-0.1%	-1.7%	4.9	2.6%
COc1cc(C(=O)N2CCCC(c3cc(C(=O)NCc4ccc(F)cc4)no3)C2)cc(OC)c1C (stereo unspecified)
    .	-13.8%	-2.8%	-27.0	?	-10.4%	.	-6.4	?
Cc1ccc2nc(-c3ccc(Cl)cc3)cc(C(=O)OCC(=O)c3ccccc3)c2c1
    .	.	11.6%	.	.	-3.7%	.	-1.6	?
CCCCNC(=O)Cn1c(=O)n(C)c2ccccc21
    ?	8.9%	14.4%	2.9	9.5%	-5.1%	-2.2%	-0.2	8.8%
CC(C)N1C(=O)C(O)(c2c[nH]c3ccccc23)c2ccccc21 (stereo unspecified)
    .	.	-19.2%	.	.	-0.1%	.	-3.2	-26.4%
Cc1ccccc1-n1c(=O)c2ccccc2n2nnnc12
    -5.7%	4.7%	8.0%	24.8	4.0%	0.7%	-2.8%	4.2	0.0%
C/C(=N\NC(=O)CNC(=O)C1COc2ccccc2O1)c1ccc(Cl)cc1 (stereo unspecified)
    -1.3%	-3.0%	11.8%	16.2	-1.3%	6.7%	-11.3%	-4.3	-2.5%
Cc1ccc(S(=O)(=O)N2CCOCC2)cc1C(=O)NC1CCN(Cc2ccccc2)CC1
    7.7%	-1.7%	-2.5%	26.8	-1.6%	5.3%	1.0%	-17.7	12.0%

High-throughput results (PubChem)

Outcome played no part in choosing rows. About 11% of those tested had a hit in this group.
